# Bioassay records (PubChem)
# GLP1R inv ag: acts as inverse agonist at human GLP-1 receptor; P43220; HEK293 GLP-1R CRE-luciferase, luminescence, 24 h; GLP-1R form is constitutively active; Potency, µM (titrated, usually from 38.3 µM), for the others: top-dose activity change, negative = inhibition, hits mostly inhibitors; 1.6% of 410,000 active; further: potency means the concentration at half of the fitted maximal effect; on the % scale 0 is the no-effect control and ±100 the full control effect; nearly all actives have a fitted effect of over 55% in size
# Target sequence (P43220 whole entry, looked up): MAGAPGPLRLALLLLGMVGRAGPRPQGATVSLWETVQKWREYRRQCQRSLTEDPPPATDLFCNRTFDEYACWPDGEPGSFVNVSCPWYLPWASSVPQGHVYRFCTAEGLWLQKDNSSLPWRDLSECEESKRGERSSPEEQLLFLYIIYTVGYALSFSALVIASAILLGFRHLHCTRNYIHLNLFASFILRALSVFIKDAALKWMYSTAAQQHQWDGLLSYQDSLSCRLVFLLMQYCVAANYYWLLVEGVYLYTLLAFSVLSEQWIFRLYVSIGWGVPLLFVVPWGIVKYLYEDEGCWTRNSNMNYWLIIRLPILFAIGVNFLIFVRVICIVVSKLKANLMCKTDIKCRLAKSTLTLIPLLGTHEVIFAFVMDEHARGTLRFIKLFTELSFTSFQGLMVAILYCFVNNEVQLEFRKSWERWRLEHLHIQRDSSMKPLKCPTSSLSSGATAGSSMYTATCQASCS
#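 Luminescence readout: a drop in cAMP-driven luciferase signal flags inverse agonism at a constitutively active GLP-1R stably expressed in HEK293. Compound exposure lasted 24 hr at 37 deg C, 5% CO2.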
# D3 ag: agonists of human D3 dopamine receptor; D3R DiscoveRx beta-arrestin cells, luminescence, 90 min; P35462; max activation, %; 0.58% of 410,000 active; in the data active means max activation above about 30%; further: 0% is about no effect; mostly tested at two doses, the higher about 12 µM
# Target sequence (P35462 whole entry, looked up): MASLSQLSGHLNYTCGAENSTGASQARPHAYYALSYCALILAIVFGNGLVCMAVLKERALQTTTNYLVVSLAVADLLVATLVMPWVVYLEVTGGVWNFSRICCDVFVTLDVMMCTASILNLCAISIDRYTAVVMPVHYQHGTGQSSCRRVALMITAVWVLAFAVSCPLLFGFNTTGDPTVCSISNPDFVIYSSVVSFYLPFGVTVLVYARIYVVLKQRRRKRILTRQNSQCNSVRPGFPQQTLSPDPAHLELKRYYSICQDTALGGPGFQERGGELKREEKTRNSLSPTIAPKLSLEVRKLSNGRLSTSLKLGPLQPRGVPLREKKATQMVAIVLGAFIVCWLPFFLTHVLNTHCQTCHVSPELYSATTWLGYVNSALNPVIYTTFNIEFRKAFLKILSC
#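 Cells at 1500/well, incubated overnight, then treated with pinned compounds (dopamine as control) for 90 min at 37 degrees C. DiscoveRx reagent added for 30 - 60 minutes at room temperature; luminescence read.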
# HEK293 tox: cytotoxicity in counter-screen for GLP-1R inverse agonists; Potency, µM (highest dose often 38.3 µM), for the others: at the top dose activity change, negative = inhibition, usual class: inhibitors; 0.13% of 410,000 active; HEK293 cAMP-luciferase reporter cells, luminescence, 24 h;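 further: loss of luciferase light is scored as toxicity; potency means the concentration at half of the fitted maximal effect; on the % scale 0 is the no-effect control and ±100 the full control effect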
#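 MLSMR compounds, 24 hr on cells at 37 deg C/5% CO2; luminescence after luciferase reagent (12 min RT). Inhibition counted as the undesired cytotoxic outcome.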
# Numbers without * were called inactive; u = inconclusive; x = not tested or not shown; [ ] = another dose, or the depositor's remark. Unless noted, the call rests on the fitted dose curve; in most records, active means well fitted curve in the direction sought with a large enough effect; inconclusive means small, poorly fitted or top-dose-only effect, or another doubt; inactive means no such curve, though single readings can be large; an effect the other way counts as inactive or inconclusive.
# Preview:
Compound,D3 ag,GLP1R inv ag,HEK293 tox
O=C(CSc1c2c(nc3cc(Cl)ccc13)CCCC2)N1CCN(c2ccccc2)CC1,-10,u,-11%
CCN1CCN(Cc2c(O)ccc3c(C)c(-c4ccccc4)c(=O)oc23)CC1,4,u,x
COc1ccc2ncc3c(-c4ccc(C)c(C)c4)nn(CC(=O)NC4CCCCC4)c3c2c1,2,9%,-3%
CCN(CC)S(=O)(=O)c1ccc2c(c1)N(CC(=O)Nc1ccccc1F)C(=O)C1CCCN21 (configuration not stated),5,12%,3%
COc1ccc(CNC(=O)CSc2ncc3c(n2)-c2ccc(Cl)cc2N(Cc2ccccc2)S3(=O)=O)cc1,-13,5%,6%
CC(C)OCCCNc1sc(S(=O)(=O)c2ccccc2)nc1S(=O)(=O)c1ccc(Cl)cc1,3,u,2%
COc1cc(NC(=O)CSc2nc3nc(C)c(Cc4ccccc4)c(C)n3n2)cc(OC)c1,-1,4%,-5%
COC(=O)c1ccccc1NC(=O)c1cc(-c2ccc(Cl)cc2)on1,1,15%,-2%
O=C(CSc1nc2c([nH]c3ccccc32)c(=O)n1-c1ccccc1)N1CCc2ccccc21,1,-9%,1%
CCOc1ccc(/C=C/c2nc(C#N)c(Nc3ccc(OCC)cc3)o2)cc1,3,12%,-11%
CCOC(=O)c1ccccc1NC(=O)CSc1ccc(-c2sc(C)nc2C)nn1,21,42%[activator],-11%
COc1ccc(OC)c(CNC(=O)c2c(C)oc3ncn(C)c(=O)c23)c1,-3,15%,8%
Cc1cc(=O)[nH]c2nnc(SCc3ccc(F)cc3)n12,-13,-5%,7%
COC(=O)c1cccnc1-n1c(=O)c2cccnc2n(CC(=O)Nc2cccc(C(F)(F)F)c2)c1=O,-18,3%,-8%
Cc1nnc(N2CCN(C(=O)NCCC(C)C)CC2)c2nn(-c3ccc(Cl)cc3)c(C)c12,-20,18%,19%
COc1cccc(NS(=O)(=O)c2ccc3[nH]cc(C(=O)NCCc4ccc(C)cc4)c(=O)c3c2)c1,-1,-16%,-21%
CSc1ncc(C(=O)NCc2cccc(F)c2)c(-c2ccccc2)n1,6,1%,1%
CCOc1ccccc1CNC(=O)C1CCN(S(=O)(=O)c2ccc3c(ccn3C)c2)CC1,3,6%,0%
CCOc1ccc(C(=O)CSc2nnc3cc(C)c4ccccc4n23)cc1,-4,1%,-3%
CCc1ccc(S(=O)(=O)NCCc2cn3ccsc3n2)cc1,-4,12%,-4%
COC(=O)c1ccc(NC(=O)n2ncc3c(C)cccc32)cc1,1,1%,2%
Cc1cccc(C(=O)Nc2ccccc2SCc2cc(=O)c3cccc(C)c3[nH]2)c1,-10,-8%,2%
Cc1ccc2c(=O)c(C(=O)c3ccccc3)cn(CC(=O)Nc3ccccc3)c2n1,-6,3%,11%
Cc1cccc(C(=O)Nc2cccc(C(=O)OCc3cc(=O)n4c5c(sc4n3)CCCC5)c2)c1,-15,-24%,-7%

# The list itself, repeating the preview:
Compound,D3 ag,GLP1R inv ag,HEK293 tox
O=C(CSc1c2c(nc3cc(Cl)ccc13)CCCC2)N1CCN(c2ccccc2)CC1,-10,u,-11%
CCN1CCN(Cc2c(O)ccc3c(C)c(-c4ccccc4)c(=O)oc23)CC1,4,u,x
COc1ccc2ncc3c(-c4ccc(C)c(C)c4)nn(CC(=O)NC4CCCCC4)c3c2c1,2,9%,-3%
CCN(CC)S(=O)(=O)c1ccc2c(c1)N(CC(=O)Nc1ccccc1F)C(=O)C1CCCN21 (configuration not stated),5,12%,3%
COc1ccc(CNC(=O)CSc2ncc3c(n2)-c2ccc(Cl)cc2N(Cc2ccccc2)S3(=O)=O)cc1,-13,5%,6%
CC(C)OCCCNc1sc(S(=O)(=O)c2ccccc2)nc1S(=O)(=O)c1ccc(Cl)cc1,3,u,2%
COc1cc(NC(=O)CSc2nc3nc(C)c(Cc4ccccc4)c(C)n3n2)cc(OC)c1,-1,4%,-5%
COC(=O)c1ccccc1NC(=O)c1cc(-c2ccc(Cl)cc2)on1,1,15%,-2%
O=C(CSc1nc2c([nH]c3ccccc32)c(=O)n1-c1ccccc1)N1CCc2ccccc21,1,-9%,1%
CCOc1ccc(/C=C/c2nc(C#N)c(Nc3ccc(OCC)cc3)o2)cc1,3,12%,-11%
CCOC(=O)c1ccccc1NC(=O)CSc1ccc(-c2sc(C)nc2C)nn1,21,42%[activator],-11%
COc1ccc(OC)c(CNC(=O)c2c(C)oc3ncn(C)c(=O)c23)c1,-3,15%,8%
Cc1cc(=O)[nH]c2nnc(SCc3ccc(F)cc3)n12,-13,-5%,7%
COC(=O)c1cccnc1-n1c(=O)c2cccnc2n(CC(=O)Nc2cccc(C(F)(F)F)c2)c1=O,-18,3%,-8%
Cc1nnc(N2CCN(C(=O)NCCC(C)C)CC2)c2nn(-c3ccc(Cl)cc3)c(C)c12,-20,18%,19%
COc1cccc(NS(=O)(=O)c2ccc3[nH]cc(C(=O)NCCc4ccc(C)cc4)c(=O)c3c2)c1,-1,-16%,-21%
CSc1ncc(C(=O)NCc2cccc(F)c2)c(-c2ccccc2)n1,6,1%,1%
CCOc1ccccc1CNC(=O)C1CCN(S(=O)(=O)c2ccc3c(ccn3C)c2)CC1,3,6%,0%
CCOc1ccc(C(=O)CSc2nnc3cc(C)c4ccccc4n23)cc1,-4,1%,-3%
CCc1ccc(S(=O)(=O)NCCc2cn3ccsc3n2)cc1,-4,12%,-4%
COC(=O)c1ccc(NC(=O)n2ncc3c(C)cccc32)cc1,1,1%,2%
Cc1cccc(C(=O)Nc2ccccc2SCc2cc(=O)c3cccc(C)c3[nH]2)c1,-10,-8%,2%
Cc1ccc2c(=O)c(C(=O)c3ccccc3)cn(CC(=O)Nc3ccccc3)c2n1,-6,3%,11%
Cc1cccc(C(=O)Nc2cccc(C(=O)OCc3cc(=O)n4c5c(sc4n3)CCCC5)c2)c1,-15,-24%,-7%
Cc1ccc2c(c1)c(=O)c1ccccc1n2CCCC(=O)Nc1ccc(F)cc1F,23,-3%,23%
CCOC(=O)c1ccccc1NC(=O)CSc1ncc(CO)n1Cc1ccc(C)cc1,-4,-28%,-4%
COc1ccc(CCC(=O)NCCc2csc(-c3ccc(F)cc3)n2)cc1,10,u,11%
CN(C)CCn1c2c(c(SCC(=O)Nc3ccc(F)cc3F)nc1=O)CCC2,-18,4%,-3%
N#Cc1ccccc1Cn1nnc2c(=O)[nH]c(C3CCCN(S(=O)(=O)c4ccc(F)cc4)C3)nc21 (configuration not stated),-6,9%,21%
COc1cccc(CNc2nccn(-c3ccc(OC)c(OC)c3)c2=O)c1,-3,9%,8%
COc1ccc(Cl)cc1NC(=O)CSc1nc(=O)n(Cc2ccco2)c2c1CCC2,3,u,-3%
CCOc1ccccc1NS(=O)(=O)c1ccc2c(c1)oc(=O)n2C,-29,0%,-1%
COc1ccc(CNS(=O)(=O)c2cc3c(cc2C)n(C)c(=O)c(=O)n3C)cc1,3,13%,1%
CCc1nnc(SCc2ccc(F)cc2Cl)c2cc3sc(C)cc3n12,-11,2%,6%
COc1cc(C2c3c(oc4ccccc4c3=O)C(=O)N2c2nc(C)c(C)s2)ccc1O (configuration not stated),1,1%,0%
Cc1ccc2c(=O)c(C(=O)c3cccc(Cl)c3)cn(CC(=O)NC3CCCCC3)c2n1,3,2%,4%
COc1ccc(CNC(=O)c2ccc(N3CCCC3)c(NC(=O)NCc3ccc(C)cc3)c2)cc1,0,-19%,2%
COc1cc(NC(=O)CCc2c(C)n(C)c3cc(-c4ccccc4C)nn3c2=O)cc(OC)c1OC,3,5%,0%
COCCCNC(=O)CSC1=Nc2ccccc2C2=NC(CCC(=O)NCc3ccc(OC)cc3)C(=O)N12 (configuration not stated),9,3%,4%
COc1ccc(NC(=O)c2ccc3c(c2)c(C)c(C)n3Cc2ccc(F)cc2)c(OC)c1,0,u,-5%
COC(=O)c1ccc(NC(=O)c2cc3cc(C)ccc3n2C)cc1,8,3%,-5%
COc1ccccc1NC(=O)CSc1ncc2c(n1)-c1cc(Cl)ccc1N(Cc1ccccc1)S2(=O)=O,-3,-10%,10%
CCCN1C(=O)C(O)(CC(=O)c2ccc(CC)cc2)c2cc(Br)ccc21 (configuration not stated),-1,u,u
O=C(Cn1ccn(-c2cccc(Cl)c2)c(=O)c1=O)NCCc1ccccc1,1,3%,-3%
COc1cccc(CNC(=O)c2sc3nc4n(c(=O)c3c2C)CCC4)c1,-1,2%,-2%
COc1cccc(C(=O)N(Cc2ccco2)c2ccccn2)c1,-2,10%,1%
O=c1c(N2CCCCC2)csc2ccc(F)cc12,7,9%,3%
CCOc1ccc(CCNC(=O)C2Cc3ccccc3N2C(=O)CC)cc1OCC (configuration not stated),-3,9%,0%
Cc1cc2nc(-c3cccc(NC(=O)COc4ccc(C(C)C)cc4)c3)oc2cc1C,3,47%[activator],-12%
CSc1ncc(C(=O)NCc2ccc(C)cc2)c(-c2ccccc2)n1,-4,-28%,-6%
O=C1CCSC2(C(=O)N(Cc3ccc(F)cc3)c3ccccc32)N1c1ccc(Cl)cc1 (configuration not stated),2,u,-12%
COc1cccc(-n2c(=O)c3c(C)c(C)sc3n(Cc3ccccc3C#N)c2=O)c1,2,3%,0%
CCOc1ccc(NC(=O)CSc2ncc3c(n2)-c2ccc(Cl)cc2N(Cc2ccccc2)S3(=O)=O)cc1,-8,18%,-12%
COc1ccc(NC(=O)CN2CCCN(Cc3ccc(Cl)cc3)S2(=O)=O)cc1Cl,-7,-14%,1%
Cc1nc(N2CCOCC2)c2c(C(=O)N(C)Cc3ccccc3)c(C)oc2n1,-7,13%,2%
O=C(NCCCN1CCN(c2ccccc2F)CC1)c1nnc(Cc2ccc(Cl)cc2Cl)o1,11,u,-10%
Cc1cccc(Oc2ccc3c(c2)Oc2ccccc2NC3=O)c1,-7,7%,-1%
NC(=O)CSc1nnnn1-c1cccc(O)c1,9,11%,19%
Cc1nn(CC(=O)NCC(C)c2ccccc2)c(=O)c2cc3ccccc3n12 (configuration not stated),4,12%,-4%
O=C(Nc1ccccc1F)c1ccc(-c2ccccc2)s1,0,-11%,5%

# 3 structures out of the list, ordered by length of the SMILES, lowest first:
Compound,D3 ag,GLP1R inv ag,HEK293 tox
Cc1cccc(Oc2ccc3c(c2)Oc2ccccc2NC3=O)c1,-7,7%,-1%
CCOC(=O)c1ccccc1NC(=O)CSc1ccc(-c2sc(C)nc2C)nn1,21,42%[activator],-11%
COC(=O)c1cccnc1-n1c(=O)c2cccnc2n(CC(=O)Nc2cccc(C(F)(F)F)c2)c1=O,-18,3%,-8%

# More compounds follow:
Compound,D3 ag,GLP1R inv ag,HEK293 tox
CCOc1ccc(C2=NC(c3cccs3)=Nc3ccc(CC)cc3N2)cc1OCC,-12,u,-6%
O=C(Nc1ccc2nc(SCC(=O)N3CCCc4ccccc43)sc2c1)c1cccc(Cl)c1,-7,u,-1%
Cc1ccc(CN(Cc2ccco2)c2cnc(S(C)(=O)=O)nc2C(=O)Nc2ccc(Br)cc2)o1,-7,u,-8%
COc1ccc(C)cc1NC(=O)NCc1ccc2c(c1)CCN2C(=O)c1ccccc1,-29,u,-9%
Cc1ccc(CCNC(=O)c2ccc3c(c2)nc2n3CCC(C)C2)cc1 (configuration not stated),-15,14%,1%
Cc1ccc2occ(CC(=O)N(Cc3ccc(N(C)C)cc3)C3CCS(=O)(=O)C3)c2c1 (configuration not stated),9,10%,-8%
COc1ccc(CNC(=O)c2cnc3sc(N4CCOCC4)nn3c2=O)cc1,-5,6%,11%
Cc1ccc(C(=O)Nc2ccc(C(=O)O)cc2)cc1S(=O)(=O)N1CCC(C)CC1,1,3%,0%
CCCCNc1nc(Oc2ccc(=O)[nH]n2)nc(N(C)C)n1,0,3%,-5%
Cc1cc(S(=O)(=O)Nc2cc3c(cc2N2CCOCC2)n(C)c(=O)n3C)ccc1F,6,20%,-5%
CCOc1ccc(-c2nc(-c3ccccc3)c(-c3ccccc3)[nH]2)cc1OCC,4,u,-18%
COc1ccc(Cl)cc1NC(=O)c1ccc2c(c1)CCCN2S(C)(=O)=O,7,-19%,-9%
COc1ccc(-c2nc3sc(CCNC(=O)C(C)(C)C)c(C)n3n2)cc1,-1,u,-22%
CCCCNS(=O)(=O)c1ccc(C)c(-c2nnc3c4ccccc4c(C)nn23)c1,2,8%,1%
COc1ccccc1C(=O)N1CCC(c2c[nH]c3ccccc23)(c2c[nH]c3ccccc23)CC1,8,u,4%
Cc1cccc(CNC(=O)c2ccc3c(c2)N(C)C(=O)C2CCCCN32)c1 (configuration not stated),-9,u,14%

# These rows are one share of the data; the hit share may differ from the screen's.
